Screening results from PubChem BioAssay.
MKP-3 inhibition: MKP-3 phosphatase inhibitors, primary screen, biochemical, rat enzyme, in vitro (AID 425) | recombinant MKP-3 phosphatase activity, fluorescence; higher % means a stronger effect | inhibition, % at 20 µM; hits with a dose series show IC50 in µM | hit rate 0.17% among 110,000; in the data active means inhibition above about 50%;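 further: plate controls were vehicle for no effect and reference inhibitor for full effect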
Hsp70 inhibitors: small molecules displacing fluorescent ligand from Hsp70 – biochemical, fluorescence polarization, primary screen (AID 583); Hsp70 fluorescence polarization probe displacement, mP; higher % means a stronger effect; hit rate 0.06% among 140,000; displacement, % at 20 µM, or IC50 in µM where a hit was titrated; in the data active means displacement above about 50%;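 further: plate controls were vehicle for no effect and reference ligand for full effect; a part of the inactive calls stands beside numbers as strong as those of hits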
* = called active by the depositor; . = no result given; & = joins results of further samples. These rows are one share of the data; count on the stated rates, not on these rows.

Start of the data: the first 3 entries, to show the layout:
SMILES	MKP-3 inhibition	Hsp70 inhibitors
CCCCCCc1nnc(NC(=O)OCC)s1	2%	-2.4%
O=C(c1ccco1)N1CCN(c2ccc(Cl)cc2)CC1	-7%	0.6%
COc1ccc(NCCNc2ccc(OC)cc2)cc1	4%	.

Results, from the first entry:
SMILES	MKP-3 inhibition	Hsp70 inhibitors
CCCCCCc1nnc(NC(=O)OCC)s1	2%	-2.4%
O=C(c1ccco1)N1CCN(c2ccc(Cl)cc2)CC1	-7%	0.6%
COc1ccc(NCCNc2ccc(OC)cc2)cc1	4%	.
O=C(COc1ccccc1F)Nc1nc(-c2cccs2)c(NC(=O)c2ccccc2)s1	1%	-0.3%
c1ccc(-c2noc(C34CC5CC(CC(C5)C3)C4)n2)cc1	.	-1.7%
CC(=O)Nn1cnc2c(c1=O)C1(CCCCC1)Cc1ccccc1-2	.	0.0%
COc1cc2cc(C(c3nnnn3C(C)(C)C)N3CCc4ccccc4C3)c(=O)[nH]c2cc1OC (centres undefined)	-4%	-5.3%
O=C(CSc1ccc2nnc(-c3ccccn3)n2n1)N1CCN(c2ccccc2)CC1	1%	.
CC(C)CC(=O)Nc1ccc(S(N)(=O)=O)cc1	0%	0.9%
CCOC(=O)C(CC)Oc1ccc2c(C)c(CC)c(=O)oc2c1 (centres undefined)	4%	-6.8%
COc1ccc(CCNC(=O)COc2ccc(C)cc2Br)cc1	3%	-1.4%
CC(C)c1ccc(NS(=O)(=O)c2ccc3[nH]cc(C(=O)N4CCC(C(N)=O)CC4)c(=O)c3c2)cc1	-6%	2.1%
Cc1cccc(NC(=O)Nc2c(C)n(C)n(-c3ccccc3)c2=O)c1	4%	1.6%
O=C(CC1OC(=O)c2ccccc21)c1ccccc1 (centres undefined)	-2%	2.9%
Cc1c(F)cccc1NC(=O)CSCC(=O)Nc1ccccc1	.	-1.9%
O=C(CCCN1C(=O)/C(=C\c2ccc(F)cc2)SC1=S)Nc1cc([N+](=O)[O-])ccc1O	-2%	-5.1%
CN(Cc1ccccc1)S(=O)(=O)c1ccc(S(=O)(=O)N2CCN(CCC#N)CC2)cc1	-7%	.
CCOC(=O)c1cc2n(n1)C(C(F)(F)F)CC(c1ccco1)N2 (centres undefined)	-2%	-0.3%
COc1ccc2[nH]c(=O)c(CN(C)C(=O)C3CCCCC3)cc2c1	-3%	2.2%
O=C(c1ccccc1Br)N1CCN(c2cc(N3CCCC3)c(F)cc2[N+](=O)[O-])CC1	1%	0.1%
O=C1c2ccccc2C(=O)N1Cc1ccc2c(c1)OCO2	2%	-1.3%
CC1(C)Cc2c(c(-c3ccccc3)[nH]c(=O)c2C#N)CO1	0%&0%	3.7%&4.6%
Cc1cccc(C)c1NC(=S)NC(=O)/C=C/c1ccccc1	1%	1.7%
COc1c(Br)cc(Cl)cc1/C=C1\C(=O)NC(=S)N(c2ccc(C)cc2)C1=O	46%	1.6%
c1ccc(N2CCN(c3ncccn3)CC2)cc1	.	1.5%

Some of the entries so far, with values under each structure.
Values in the order – MKP-3 inhibition | Hsp70 inhibitors
c1ccc(N2CCN(c3ncccn3)CC2)cc1
    . | 1.5%
Cc1cccc(NC(=O)Nc2c(C)n(C)n(-c3ccccc3)c2=O)c1
    4% | 1.6%
O=C(CCCN1C(=O)/C(=C\c2ccc(F)cc2)SC1=S)Nc1cc([N+](=O)[O-])ccc1O
    -2% | -5.1%
c1ccc(-c2noc(C34CC5CC(CC(C5)C3)C4)n2)cc1
    . | -1.7%
Cc1cccc(C)c1NC(=S)NC(=O)/C=C/c1ccccc1
    1% | 1.7%
O=C(c1ccccc1Br)N1CCN(c2cc(N3CCCC3)c(F)cc2[N+](=O)[O-])CC1
    1% | 0.1%

Carrying on:
SMILES	MKP-3 inhibition	Hsp70 inhibitors
Cc1cc(C)nc(CC(N)=O)n1	-2%	0.5%
Cc1cc(C)n(-c2nc(C)nc3sc4c(c23)CCC(C)C4)n1 (centres undefined)	-6%	-4.1%
O=C(O)c1cccc(N2C(=O)CCC2=O)c1	-6%	3.8%
COc1cccc(/C=N/NC(=O)CSc2nnc(-c3ccccc3)n2-c2ccccc2)c1OC	2%	1.1%
CCc1cc2c(=O)c(-c3nc4ccccc4n3C)c(C(C)C)oc2c(CN2CCN(C)CC2)c1O	.	-1.3%
COc1ccc(N2C(=O)C3C4C=CC(C4)C3C2=O)nn1 (centres undefined)	-9%	2.0%
CCCc1cc(C(=O)Nc2sc(C(C)=O)c(C)c2C(=O)OCC)no1	-7%	-1.5%
CNc1nc2c(C)cccn2c(=O)c1C=NCc1ccccc1	.	-2.5%
CCN(CC)c1ccc(/C=c2\sc3n(c2=O)C(c2ccc(OC)cc2OC)C(C(C)=O)=C(C)N=3)c(OC)c1 (centres undefined)	0%	-4.1%
CN(CCS(=O)(=O)OCC(F)(F)F)c1ccc(C=O)cc1	6%	-3.4%
Cc1c(Cl)cccc1-c1ccc(C(=O)Nc2ccc(Cl)cc2)o1	6%	0.6%
Nc1[nH]nc2ncc3cc4ccccc4nc3c12	3%	-4.1%
CC1=CC(C)(C)Nc2ccc(OC(=O)Cc3cccc4ccccc34)cc21	1%	2.9%
COc1ccc(CC(=O)N2N=C(C)CC2(O)c2cccnc2)cc1OC (centres undefined)	3%	-1.8%
Cc1c(C(=O)Nc2ccc3oc(-c4ccncc4)nc3c2)oc2ccccc12	13%	-3.3%
O=S(=O)(Nc1ccc(O)c(-c2c(O)ccc3ccccc23)c1)c1cc(Cl)ccc1Cl	-1%	-0.8%
COC(=O)C1=C(N)OC2=C(C(=O)CC(C)(C)C2)C1c1ccoc1 (centres undefined)	-11%	2.9%
CCN1CCCC1CNC(=O)Cn1cnc2ccc(S(=O)(=O)N3CCC(C)CC3)cc2c1=O (centres undefined)	2%	3.4%
Brc1ccc2[nH]c3c(c2c1)CCCC3=NCc1ccccc1	4%	-6.2%
COc1ccc(NC(=O)C2=C(C)NC(=O)NC2c2ccccc2Br)cc1 (centres undefined)	0%	6.6%
CCCCOC(=O)Nc1cc(C(=O)OC)ccc1C(=O)OC	4%	-1.7%
COc1cccc(N2CC(C(=O)Nc3c(C)cccc3C)CC2=O)c1 (centres undefined)	-12%	3.1%
COc1ccc(C2C3COC(C)(C)CC3=NN2C(C)=O)cc1 (centres undefined)	0%	-0.5%
N#C/C=C1\Sc2ccccc2C(=O)N1CC(=O)N1CCN(S(=O)(=O)c2ccccc2)CC1	-5%	0.5%
Cc1noc(C)c1COC(=O)Cc1ccc(Cl)c(Cl)c1	-3%	3.8%

The results go on.
SMILES	MKP-3 inhibition	Hsp70 inhibitors
C/C(=N\O)c1ccc2[nH]ccc2c1	-13%	0.2%
O=C1C2C(C(=O)N1Cc1ccco1)C1C=CC2C12CC2 (centres undefined)	-23%	-3.1%
Cc1cccc(NCc2ccccc2O)c1C	8%	7.8%
CC1CCCN(CC(O)COc2ccc(Cl)cc2)C1 (centres undefined)	-1%&3%	3.8%&-7.9%
Cc1ccc(Cn2c(SCc3cccnc3)nc3c2c(=O)n(C)c(=O)n3C)cc1	5%	2.2%
C/C(=N\N1CCN(Cc2ccc(C)cc2)CC1)c1ccccc1O	0%	-1.9%
OC[C@H]1O[C@@H](n2cnc3c(NC4CCCC4)ncnc32)[C@H](O)[C@@H]1O	-7%	6.0%
O=S(=O)(c1ccc(N2CCC(c3ccc(Cl)cc3)=N2)cc1)N(CCO)CCO	.	-0.9%
O=c1nc(/C=C/c2cc3c(cc2Br)OCO3)cc(C(F)(F)F)[nH]1	2%	30%
CCOC(=O)C1=C(C)N=c2s/c(=C\c3ccc(C)cc3)c(=O)n2C1c1cccc([N+](=O)[O-])c1 (centres undefined)	0%	-4.3%
Cc1ccc(S(=O)(=O)O)c(C)c1N1CCCC1=O	-10%	-0.3%
CCc1ccccc1N1CSC2=C(C#N)C(c3ccccc3F)CC(=O)N2C1 (centres undefined)	0%	5.8%
COc1ccccc1N(CC(=O)NCCc1ccccc1)S(=O)(=O)c1ccccc1	1%	-0.6%
CCOC(=O)c1c(C)oc2cc(Br)c(OCC(=O)OCc3ccccc3)cc12	4%	-5.3%
CN(C)c1ccc(/C(=N\O)c2ccccc2)cc1	-6%	-1.3%
CNC(=O)/C(=N\O)c1ccccc1	-2%	2.4%
CCC(=O)c1ccc(N2CCN(C(=O)c3ccccc3F)CC2)c(F)c1	1%	2.8%
CCCC(=O)Nc1ccc(-c2cc3ccccc3oc2=O)c(C)c1	4%	0.7%
Clc1cccc(C2Nc3cccc4cccc(c34)N2)c1	2%	5.0%
CCOC(=O)/C(=C/c1c[nH]c2ccccc12)C(C)=O	4%	-3.6%
O=C(c1c(F)cccc1F)N1CCN(c2cc(N3CCCCC3)c(F)cc2[N+](=O)[O-])CC1	1%	0.9%
O=C(Oc1ccccc1)c1cccc(N2C(=O)CCC2=O)c1	0%	-2.5%
O=S(=O)(c1ccc2ccccc2c1)N1CCc2ccccc21	4%	-1.6%
CCCC12CN3CC(C)(CN(C1)C31CCCCC1)C2=O	-10%	.
CCCn1c(Cc2ccccc2)nnc1SCC(=O)N1CCOCC1	.	-3.9%

Three entries already listed, sorted by the value under Hsp70 inhibitors, highest first.
SMILES	MKP-3 inhibition	Hsp70 inhibitors
Cc1cccc(NCc2ccccc2O)c1C	8%	7.8%
CN(C)c1ccc(/C(=N\O)c2ccccc2)cc1	-6%	-1.3%
O=C(Oc1ccccc1)c1cccc(N2C(=O)CCC2=O)c1	0%	-2.5%

Additional entries:
SMILES	MKP-3 inhibition	Hsp70 inhibitors
O=C(Nc1c[nH]c(=O)[nH]c1=O)c1ccc2c(c1)C(=O)N(c1ccc([N+](=O)[O-])cc1)C2=O	0%	4.5%
CCOC(=O)C1=C(O)/C(=C/c2ccc([N+](=O)[O-])cc2)SC1=Nc1cccc2ccccc12	-6%	4.4%
CN1CCN(c2ccc(Cl)cc2NC(=O)c2ccc(S(=O)(=O)N3CCCCCC3)cc2)CC1	-5%	-5.0%
CCn1c(-c2cc(Br)ccc2O)n[nH]c1=S	4%	2.5%
c1ccc(OCCCc2nc(-c3ccncc3)no2)cc1	-4%	-1.9%
CC(C)CN1C(=O)c2ccc(NC(=O)c3ccccc3F)cc2C1=O	.	-4.5%
CC1=C(C(=O)Nc2ccc(Cl)cc2)Sc2ccccc2N1	6%	-1.7%
O=C(CSc1ncn[nH]1)Nc1cccc2ccccc12	-16%	-2.8%
COc1c(Br)cc(Br)cc1/C=N\NC(=O)COc1ccc(C)cc1	1%	-3.9%
CN(C)/C=C1/C(=O)N(c2nc3ccccc3s2)N=C1C(F)(F)F	2%	2.7%
CC1(C)OC(=O)C(=CNc2cccc(C(=O)O)c2)C(=O)O1	8%	-2.3%
COc1cc(C(=O)Nc2nc3ccc4ccccc4c3s2)cc(OC)c1OC	-1%	3.3%
CCCCn1c(SC(C)C(N)=O)nc2cc(C(=O)OC)ccc2c1=O (centres undefined)	.	1.0%
CCCC1CCc2c(sc(NC(=O)/C=C\C(=O)O)c2C(N)=O)C1 (centres undefined)	0%	2.2%
CSc1[nH]c(=O)c(C(=O)O)cc1C#N	-2%	0.4%
N#C/C(=C/c1cccc(Cl)c1)C(=O)Nc1cccc(Br)c1	9%	-2.3%
CCN(CCNC(=O)C1CCN(S(C)(=O)=O)CC1)c1ccccc1	1%	-4.9%
CCCn1c(C)nc2c(c1=O)c1nc3ccccc3nc1n2CCc1ccccc1	3%	-2.1%
COc1ccccc1CNC(=O)C[n+]1ccccc1	.	2.4%
COC(=O)c1cc2sc(Cl)cc2n1CC(=O)N1CCCc2ccccc21	0%	-2.9%
O=[N+]([O-])c1ccc2c(c1)c1ccccc1n2CO	2%	-1.1%
O=C1CC(c2ccccc2)c2c(ccc3ccccc23)O1 (centres undefined)	0%	1.1%
O=C1C=C(NCc2ccco2)CCC1	2%	7.5%
O=C(CSc1nnc(CNC(=O)c2cccs2)o1)Nc1cccc(C(F)(F)F)c1	-7%	6.3%
CCc1cccc(NC2(c3ccccc3)C(=O)c3ccccc3C2=O)c1	-1%	4.5%

The list continues.
SMILES	MKP-3 inhibition	Hsp70 inhibitors
O=C(CCN1C(=O)c2ccccc2C1=O)Nc1ccc2c(c1)OCCO2	-10%	-6.6%
COc1ccccc1N(CC(=O)NC(C)(C)C)C(=O)C1CSC(=O)C1 (centres undefined)	.	3.9%
CC(=O)COc1cc(C)cc2oc(=O)c(C)c(C)c12	-3%	.
c1ccc2c(c1)NC1(CCCC1)n1c-2nc2ccccc21	-9%	-1.2%
CCn1c(SCC(=O)C(C)(C)C)nnc1-c1cnccn1	-3%	4.6%
C/C(=N\Nc1nc(-c2ccc(C)cc2)nc2ccccc12)c1ccc([N+](=O)[O-])cc1	1%	18%
Cc1ccccc1N/C=C\C(=O)c1ccc([N+](=O)[O-])cc1	3%	-50%
O=C(NCCCN1CCOCC1)c1cc2c(s1)CSC2	-3%	-1.7%
COc1ccc2c(CSc3nc4nc(C)cc(C)n4n3)cc(=O)oc2c1	-12%	1.7%
Cn1cccc1/C=C(\C(=O)c1ccccc1)c1nc2ccccc2[nH]1	3%	-4.0%
CCCc1ccc(C(=O)N2CCN(c3ccccc3OCC)CC2)cc1	-10%	-1.1%
CC(=O)C1=C(O)C(=O)N(CCN2CCNCC2)C1c1ccccc1Cl (centres undefined)	0%	-4.9%
COc1ccc(S(=O)(=O)Nc2ccc(F)cc2)c(C)c1C	.	-1.3%
O=C(O)c1ccccc1Sc1ccccc1C(=O)O	0%	9.0%
Cc1ccc(N(CC(=O)NC2CC3CCC2C3)S(C)(=O)=O)cc1C (centres undefined)	0%	1.5%
CCOC(=O)c1cc(NC(=O)SCC(=O)O)c(C)nc1C	-11%	5.2%
